TNAP inh hiacc – blocks human TNAP under high phosphate acceptor concentration; purified TNAP, CDP-star luminescence, 1 M DEA; inhibition, % at 20 µM; hit rate 0.03% among 200,000; AID 1135;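 active means over 50% inhibition of tissue-nonspecific alkaline phosphatase at 20 µM in the single-dose screen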;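 further: plate controls were DMSO wells for no effect and EDTA-quenched wells as full inhibition for full effect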
Target sequence (P05186 whole entry, looked up): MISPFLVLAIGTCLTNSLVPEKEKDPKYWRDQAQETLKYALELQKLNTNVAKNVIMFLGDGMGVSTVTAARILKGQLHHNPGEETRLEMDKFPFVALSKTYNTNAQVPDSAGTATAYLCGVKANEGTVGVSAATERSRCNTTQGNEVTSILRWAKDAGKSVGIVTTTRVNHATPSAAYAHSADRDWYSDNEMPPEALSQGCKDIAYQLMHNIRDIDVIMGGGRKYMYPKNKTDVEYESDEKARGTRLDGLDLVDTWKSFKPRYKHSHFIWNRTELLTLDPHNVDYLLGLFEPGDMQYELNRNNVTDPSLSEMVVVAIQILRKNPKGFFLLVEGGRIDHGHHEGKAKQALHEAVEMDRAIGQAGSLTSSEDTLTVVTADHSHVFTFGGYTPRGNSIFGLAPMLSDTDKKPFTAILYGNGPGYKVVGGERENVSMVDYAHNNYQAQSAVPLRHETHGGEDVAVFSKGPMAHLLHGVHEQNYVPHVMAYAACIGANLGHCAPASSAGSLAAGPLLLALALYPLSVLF
Hsp70 activator – Hsp70 transcriptional activation, primary screen; HeLa Hsp70 promoter luciferase reporter, luminescence; scaled: vehicle 0, proteasome-inhibitor control 100%; activation, % at 10 µM; hit rate 0.04% among 200,000;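 active means activation above the mean across all tested compounds plus 3 SD, cutoff set per campaign, cut at about 5.5% in these data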;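 further: 100% = MG132 at 30 µM as the positive control and 0% = DMSO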
PMI act satM6P – increases human PMI activity with near-saturating mannose 6-phosphate; P34949; coupled PMI enzyme assay, resazurin fluorescence, 20 min; active compounds read high; 1 = untreated enzyme, 0 = substrate-free blank; activation factor at 20 µM; hit rate 0.34% among 190,000; AID 1216;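 active means activation factor of 2 or more at 20 µM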
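Test system: human phosphomannose isomerase with PGI, G6PDH, diaphorase coupling enzymes; amount: 15 ng/mL PMI; incubation: enzyme reaction with compound 20 min at room temperature; technique: resorufin fluorescence (Ex 544/Em 590 nm) from resazurin via diaphorase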
PMI activator – activators of human phosphomannose isomerase; P34949; purified human PMI, coupled resazurin fluorescence, 20 min; active compounds read high; 1 = vehicle control, 0 substrate-free wells; activation factor at 20 µM; hit rate 0.005% among 190,000;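 active means activation factor of 2 or more at 20 µM, relative to plate controls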
S1P3 antag – antagonists of human S1P3 receptor | CHO S1P3 NFAT-BLA reporter, FRET fluorescence, antagonist mode | inhibition, % at 4.98 µM | hit rate 0.27% among 170,000 | AID 485;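 active means inhibition above the plate cutoff, the mean inhibition of test wells on that plate plus 3 SD, cut at about 28% in these data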;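 further: cells challenged with S1P at its EC80 of 0.8 µM; blue over green emission ratio from cleaved BLA substrate after 4 h stimulation; 0% = S1P-stimulated wells and 100% = unstimulated DMSO-only wells; some compounds past the cut are filed as inactive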
Target sequence (Q99500 whole entry, looked up): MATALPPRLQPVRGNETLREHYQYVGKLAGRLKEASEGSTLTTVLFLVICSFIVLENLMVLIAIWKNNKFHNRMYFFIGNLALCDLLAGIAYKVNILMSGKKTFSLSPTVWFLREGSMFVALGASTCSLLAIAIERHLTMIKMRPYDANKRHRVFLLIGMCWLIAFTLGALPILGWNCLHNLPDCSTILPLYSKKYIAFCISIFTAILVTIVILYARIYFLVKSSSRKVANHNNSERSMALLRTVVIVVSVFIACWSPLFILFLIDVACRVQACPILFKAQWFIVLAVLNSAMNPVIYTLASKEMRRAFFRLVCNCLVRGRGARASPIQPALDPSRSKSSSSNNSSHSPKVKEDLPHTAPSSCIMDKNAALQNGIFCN
TNAP inh noacc – TNAP (human) inhibition, acceptor-free conditions. P05186. purified TNAP, CDP-star luminescence, 30 min. inhibition, % at 20 µM. hit rate 0.26% among 200,000. AID 1012;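 active means tissue-nonspecific alkaline phosphatase inhibition above about 50% at 20 µM in the single-dose screen, limit read from the data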;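 further: 0% = DMSO negative control and 100% = EDTA positive control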
HMGR II inh – E. faecalis class II HMG-CoA reductase inhibition. purified E. faecalis HMGR, NADPH absorbance 340 nm kinetic. inhibition, % at 10 µM. hit rate 0.41% among 190,000. AID 1066;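 active means inhibition above a set limit, the median over all tested compounds plus 3 SD, cut at about 9.5% in these data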;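 further: enzyme runs in reverse so mevalonate oxidation gives rising NADPH absorbance; 0% = complete reaction with DMSO and 100% = background rate lacking mevalonate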
RAM network inh – blocks the yeast RAM network. S. cerevisiae dse1pr::URA3 reporter, 5-FOA growth OD615, 2 d; analog-sensitive cbk1-as2 kinase mutant strain. inhibition, % at 50 µM. hit rate 1.8% among 190,000. AID 868;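 active means inhibition above a set limit, 3 SD over mean compound inhibition, cut at about 8.4% in these data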;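 further: 0% = DMSO-only wells with no growth and 100% = 10 µM 1-NA-PP1 full growth; inhibition rescues growth on 5-FOA so higher OD means more RAM inhibition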
Redox H2O2 prof – compounds producing H2O2 with reducing agent – biochemical, NIH compound library profiling, artefact control for MLSCN library redox annotation, primary screen; activation, % at 10 µM; DTT-dependent redox cycling H2O2, phenol red/HRP absorbance; 100% = 100 µM peroxide control, 0% = buffer; hit rate 0.03% among 200,000;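 active means activation of at least 50% relative to the plate's high and low controls in the primary single-dose screen; inactive means activation below 50%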;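 further: compound incubated with DTT at 0.8 mM final as the reducing agent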
L major viab – inhibitors of Leishmania major promastigote growth | Leishmania major promastigotes, resazurin fluorescence viability | inhibition, % at 10 µM | hit rate 9% among 200,000 | AID 1063; in the data active means inhibition above about 50%;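 further: promastigotes grown with compound for 44 hours at 28 °C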
An asterisk follows results filed as active; / = not tested or not shown.

SMILES	TNAP inh hiacc	Hsp70 activator	PMI act satM6P	PMI activator	S1P3 antag	TNAP inh noacc	HMGR II inh	RAM network inh	Redox H2O2 prof	L major viab
CCN(CC)c1ccc(/C=N/N2C(=O)c3ccccc3C2=O)c(O)c1	-10	-0.2	1.2	1.4	-12	-1	1	2.9	-0.7	6
Cc1cccc(OCC(=O)N/N=C/C=C/c2ccco2)c1	1	-0.4	0.5	0.8	-20	13	-1	0.7	-0.2	-8
CN(Cc1nc(Cc2cccc(F)c2)no1)CC1COCCO1 (stereo unspecified)	0	-0.4	/	/	20	-7	-2	0.5	-1.0	3
Cc1ccc(NCCC(=O)c2ccc(Cl)cc2)cc1	1	-0.3	1	0.9	/	-7	2	3.2	1.0	9
CCOC(=O)Cn1c(=O)oc2cc(S(=O)(=O)Nc3ccc(F)cc3)ccc21	-5	-0.2	1	1	7	-18	-3	-1.3	0.6	-1
CCN(Cc1ccccc1)C(=O)C1CCN(Cc2sccc2C)CC1	-5	0.3	1.2	1.1	10	-1	1	2.5	-0.1	-9
CCN1c2ccccc2-c2nc3ccccc3n2C1c1ccccn1 (stereo unspecified)	-7	-0.1	0.9	1	-7	-8	4	0.8	-0.2	4
O=C(COc1ccccc1)N1CCN(C(=O)c2ccc([N+](=O)[O-])cc2)CC1	-1	0.3	/	/	7	-4	4	3.1	0.1	-8
C=CCOc1ccc(/C(O)=C2\C(=O)C(=O)N(CCN(C)C)C2c2cccs2)cc1 (stereo unspecified)	-5	-0.1	1	1.2	/	-1	5	-1.0	1.4	-3
CCN(CC)C(=O)CCc1nc2sc3c(c2c(=O)[nH]1)CCCC3	-1	-0.5	1.1	1	/	-4	1	0.6	0.2	2
O=C(NC1CCCCC1)c1ccccc1NC(=O)C1CC1	8	0.3	1.1	1.1	/	-2	-3	0.3	0.2	-4
Clc1ccc(CCNc2nc3ccccc3s2)cc1	0	0.0	1	0.9	/	-7	2	2.1	1.9	6
Clc1ccc(-c2nnc3sc(Cc4cccs4)nn23)cc1	-4	-0.3	1	1.1	/	-8	-1	5.8	0.7	-6
CCc1nnc(NS(=O)(=O)c2ccc(NC(=O)c3ccccc3C)cc2)s1	-3	-0.2	1.1	1.1	-21	-3	-3	0.1	-1.1	0
CSc1cnc2c(=O)n(C)c(=O)[nH]c2n1	-5	-0.5	0.9	0.9	-1	-10	1	1.2	-0.6	48
COc1ccc(C2C(C#N)=C(C)NC3=C2C(=O)CC(C)(C)C3)cc1 (stereo unspecified)	-10	-0.1	1	1	/	-19	-2	1.8	0.9	1
Cc1cc(C)c2oc(-c3ccc(C)c(NC(=S)NC(=O)c4cccs4)c3)nc2c1	2	-0.1	0.9	0.9	/	1	-5	2.1	2.6	4
CN1/C(=C\C(=O)COC(=O)CN2C(=O)C3CC=CCC3C2=O)C(C)(C)c2ccccc21 (stereo unspecified)	-1	-0.3	0.9	0.9	-37	-10	1	2.2	-0.1	3
O=C(CCn1c(=O)[nH]c2ccsc2c1=O)NCc1ccc(F)cc1	1	-0.3	1	1	-16	-1	-7	-0.3	0.2	-2
CCC(=O)N=c1sc2ccccc2n1-c1ccccc1	-10	-0.1	1.1	1.1	-17	-5	-2	-0.6	-0.1	6

Complete entries as entered above. Values in the order: TNAP inh hiacc, Hsp70 activator, PMI act satM6P, PMI activator, S1P3 antag, TNAP inh noacc, HMGR II inh, RAM network inh, Redox H2O2 prof, L major viab
O=C(COc1ccccc1)N1CCN(C(=O)c2ccc([N+](=O)[O-])cc2)CC1 reads -1, 0.3, /, /, 7, -4, 4, 3.1, 0.1, -8
Clc1ccc(-c2nnc3sc(Cc4cccs4)nn23)cc1 reads -4, -0.3, 1, 1.1, /, -8, -1, 5.8, 0.7, -6

Back to the main list, starting five compounds before the break.
SMILES	TNAP inh hiacc	Hsp70 activator	PMI act satM6P	PMI activator	S1P3 antag	TNAP inh noacc	HMGR II inh	RAM network inh	Redox H2O2 prof	L major viab
COc1ccc(C2C(C#N)=C(C)NC3=C2C(=O)CC(C)(C)C3)cc1 (stereo unspecified)	-10	-0.1	1	1	/	-19	-2	1.8	0.9	1
Cc1cc(C)c2oc(-c3ccc(C)c(NC(=S)NC(=O)c4cccs4)c3)nc2c1	2	-0.1	0.9	0.9	/	1	-5	2.1	2.6	4
CN1/C(=C\C(=O)COC(=O)CN2C(=O)C3CC=CCC3C2=O)C(C)(C)c2ccccc21 (stereo unspecified)	-1	-0.3	0.9	0.9	-37	-10	1	2.2	-0.1	3
O=C(CCn1c(=O)[nH]c2ccsc2c1=O)NCc1ccc(F)cc1	1	-0.3	1	1	-16	-1	-7	-0.3	0.2	-2
CCC(=O)N=c1sc2ccccc2n1-c1ccccc1	-10	-0.1	1.1	1.1	-17	-5	-2	-0.6	-0.1	6
O=C(CN1CCCCC1)NCCNc1ccc(C(F)(F)F)cc1[N+](=O)[O-]	6	-0.3	1.1	1	-8	-10	-3	0.6	-0.1	13
Cc1c(N2C(=O)CSC23C(=O)Nc2ccccc23)c(=O)n(-c2ccccc2)n1C (stereo unspecified)	-3	0.5	0.8	0.8	-28	-10	-3	2.6	-0.6	-6
CCn1c(-c2ccsc2)nc2c1c(=O)[nH]c(=O)n2Cc1ccccc1	-6	-0.2	1	1.1	-6	-8	-3	7.8	-2.3	-5
CC(OC(=O)C1CC1)C(=O)Nc1ccc([N+](=O)[O-])cc1Cl (stereo unspecified)	1	0.2	0.9	1	-26	4	-1	-0.1	-1.4	-15
CC(=O)c1ccc2c(c1)C1C=CCC1C(C(=O)O)N2 (stereo unspecified)	11	-0.4	1.6	1.6	-23	2	3	4.9	-0.7	0
O=C(/C(=C(\[O-])c1ccccc1)[n+]1ccc2ccccc2c1)c1ccccc1	-9	-0.2	0.8	1.2	4	-4	-2	0.1	-0.4	2
CCn1c2ccc(F)cc2c2nnc(NN)nc21	3	0.3	1	1	-8	6	-3	1.5	-0.8	28
CC(=O)Nc1cccc(C(=O)N/N=C/c2cccnc2)c1	-3	-0.1	1.1	1.1	-14	-13	-8	1.4	-0.2	-4
Cc1[nH]nc2c1C(c1ccc3c(c1)OCO3)C(C#N)=C(N)O2 (stereo unspecified)	0	-0.3	0.8	0.8	-20	-2	-1	1.0	3.4	35
N=c1sccn1CC(=O)NC(=O)NC1CCCC1	-3	-0.5	1	1	-1	3	-3	2.0	-1.0	-7
CC(C)(C)NC(=O)CSc1nnc(Cc2ccccc2)n1CC1CCCO1 (stereo unspecified)	-3	-0.2	0.9	0.9	1	-5	-5	1.2	0.0	-6
CCOC(=O)C1=C(C)N=C2SC(C)C(=O)N2C1c1ccc(OC(C)=O)c(OC)c1 (stereo unspecified)	-2	0.2	0.9	0.9	/	-4	6	1.7	0.6	-3
Fc1ccc(CNc2ncnc3c2cnn3-c2ccccc2)cc1	0	-0.2	0.9	0.9	8	-6	3	3.2	2.2	-1
CCc1cccc2c(C(=O)COC(=O)c3ccccc3)c[nH]c12	-3	0.3	1	1	7	-12	-7	-0.6	0.4	-4
CCc1nc2ccc(F)cc2c(C(=O)NC2CCCCC2C)c1C (stereo unspecified)	0	-0.2	0.8	0.9	/	-4	-3	1.4	-4.7	2
CCOc1ccc2oc(-c3ccccc3)c(C(=O)N3CCN(CCO)CC3)c2c1	0	0.0	1	1	5	-9	-4	-0.9	0.9	-2
CCOC(=O)C1CCCN(C(=O)CS(=O)(=O)Cc2ccccc2)C1 (stereo unspecified)	-6	2.0	0.9	0.9	12	-15	1	0.5	0.9	-2
CCSc1ccccc1C(=O)Nc1nc2ccccc2c(=O)[nH]1	-3	-0.1	1	1	0	-5	-5	3.1	-0.3	7
Cc1ccc(Oc2ccc(Cl)cc2NC(=O)c2ccc(F)cc2F)cc1	-4	-0.1	1	1	-8	-11	5	8.9*	/	58*
O=C1CC(N2CCSCC2)C(=O)N1c1ccccc1 (stereo unspecified)	-5	0.4	1	0.9	17	-8	-4	1.1	0.7	-6
COc1ccc(Oc2nc(C)cc(C)c2S(C)(=O)=O)cc1	-3	0.1	1	0.9	/	-8	0	0.5	-7.3	-5
Cc1ccc(NC(=O)c2cc(NC(=O)CCC(=O)O)ccc2N2CCCCC2)cc1	-1	-0.4	1	1	/	-8	2	9.0*	2.7	-5
O=C(c1ccccc1)N(CCO)Cc1cc2cc3c(cc2[nH]c1=O)OCCO3	-4	-0.4	0.7	0.9	-10	-3	-8	4.5	-0.5	-11
Cc1ccc(NC2=NCC(Cc3ccc(Br)cc3)S2)cc1 (stereo unspecified)	-4	-0.2	0.9	0.9	-11	-15	3	-1.8	-0.3	30
CC1=NN(c2ccccc2)C(=O)C1C(=O)c1ccc([N+](=O)[O-])cc1 (stereo unspecified)	4	-0.2	1.1	1.2	3	-4	-5	2.1	-0.4	-8
CCCCNC(=O)Cc1c(OC)ccc2cc(Br)ccc12	1	0.1	0.9	1	11	2	0	6.4	1.3	-2
N#Cc1c(N)n(CCc2ccc(F)cc2)c2nc3ccccc3nc12	-5	-0.4	0.9	0.9	/	1	1	0.8	1.1	15
COc1ccc(C(=O)/C=C/c2cn(CN3CCN(C)CC3)c3ccccc23)cc1	2	-0.1	0.9	0.9	/	12	-2	0.7	0.2	93*
Cc1ccccc1CSc1nnc(-c2ccco2)n1Cc1ccco1	-2	0.1	1	0.9	/	-8	-9	2.4	0.1	16
CN(CCc1ccccc1)Cc1nc(-c2cnccn2)no1	0	0.1	0.9	0.9	2	-6	2	-1.1	-1.8	1
CC(C)C(NC(=O)C1CCCCC1)C(=O)NC1=NCCS1 (stereo unspecified)	-2	-0.5	1	1	/	-4	-8	2.4	0.0	-3
CCc1nnc(NC(=O)Cc2cccs2)s1	-1	-0.2	/	/	-9	-8	-1	1.7	-0.8	-6
CCOc1[nH]n(-c2ccccc2)c(=O)c1C=Nc1ccc(Cl)cc1	-4	-0.3	1	1.1	/	-1	-7	3.5	1.8	-6
O=c1cc(-c2cccs2)oc2ccc(Cl)cc12	-6	0.0	0.9	0.9	/	-9	0	0.8	-4.4	3
Cn1c(=NC(=O)c2ccco2)sc2ccccc21	-6	0.5	0.9	1	6	-12	0	2.3	-0.2	1
C/C(=N\Nc1ccccn1)c1ccc(C#N)cc1	-4	-0.5	0.9	1	-5	3	2	1.4	-0.9	18
COC(=O)C1=CN(C(C)C)C=C(C(=O)OC)C1c1cc(Br)c(OC)c(OC)c1	-11	0.0	1	1	/	-27	-3	2.0	-4.0	100*
CN(c1ccc(OCC(=O)OCC(=O)Nc2c(F)c(F)c(F)c(F)c2F)cc1)S(=O)(=O)c1ccc(F)cc1	1	-0.3	0.9	0.8	-2	-18	-4	4.5	-0.5	-4
CC1COc2ccccc2N1C(=O)c1ccc(Cl)nc1 (stereo unspecified)	-2	0.1	0.9	1	-10	-9	3	0.2	0.0	1

Screening results as filed in PubChem.
